# Bioassay records (PubChem BioAssay)
# PhoP inhibition – PhoP-dependent GFP reporter repression – Salmonella Typhimurium, primary screen (AID 1863); S. Typhimurium PhoP-regulated promoter GFP reporter, 4 h; higher % means a stronger effect; one-dose inhibition, % at 50 µM; IC50 in µM for titrated hits; 0.16% of 300,000 active;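 active = inhibition over 29.93%, a cutoff 3 SD above the screen mean, later confirmed by dose response; inconclusive = inhibition over 29.93% but no dose response follow-up; inactive = inhibition at most 29.93% or unconfirmed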;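 note: 0% = low Mg2+ inducing control and 100% = high Mg2+ repressing control; strong numbers were not always called active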
# GPR55 antagonists – GPR55 antagonists blocking LPI-driven arrestin recruitment, primary screen, imaging, U2OS, beta-arrestin-GFP, LPI agonist (AID 2013). inhibition, % at 10 µM, or IC50 in µM where a hit was titrated. U2OS GPR55 beta-arrestin-GFP translocation imaging, LPI antagonism; higher % means a stronger effect. 0.13% of 290,000 active;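 active = spots per cell inhibited over 60%, with over 100 cells counted and total cytoplasm intensity under 500,000; inconclusive = wells with under 100 cells, flagged as likely toxic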;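 note: U2OS cells stably carrying GPR55 and arrestin-GFP stimulated by 5 µM LPI near EC80; imaged beta-arrestin-GFP aggregate spots per cell after agonist stimulation; plate controls were LPI-stimulated DMSO wells for no effect and DMSO wells without LPI for full effect; some results filed as inactive read as strong as hits; confirmed hits need IC50 under 10 µM and bright autofluorescent wells are also inconclusive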
# GPR35 arrestin U2OS – inhibition of zaprinast-stimulated GPR35 beta-arrestin translocation – imaging, U2OS, beta-arrestin-GFP, zaprinast agonist, primary screen (AID 2058). U2OS GPR35 beta-arrestin-GFP translocation imaging, zaprinast antagonism; higher % means a stronger effect. one-dose inhibition, % at 10 µM; IC50 in µM for titrated hits. 0.052% of 290,000 active;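 active = inhibition of at least 50% with at least 30 cells and total cytoplasm GFP at most 10,000,000; inconclusive = under 30 cells or total GFP of 10,000,000 plus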
# MgcRacGAP inhibition – MgcRacGAP GTPase-activating activity inhibitors, confirmation, biochemical, ADP Hunter fluorescence; MgcRacGAP-stimulated Rac1 GTP hydrolysis, ADP Hunter fluorescence; higher % means a stronger effect; GST-tagged Rac1 F28L mutant substrate; inhibition, % at 30 µM; hits with a dose series show IC50 in µM; 0.6% of 340,000 active; AID 624330;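 active = first-screen hits whose inhibition reached a set limit at any dose in the follow-up dose series; inconclusive = inhibition above the set first-screen limit but never retested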;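 note: fluorescence reports GDP produced by GAP-driven GTP hydrolysis; strong numbers were not always called active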
# LYP phosphatase – inhibitors of LYP phosphatase, biochemical, fluorescence intensity, uHTS (AID 1779) | recombinant LYP phosphatase, fluorescence intensity; higher % means a stronger effect | inhibition, % at 11.5 µM; hits with a dose series show IC50 in µM | 0.054% of 290,000 active; in the data active = inhibition above about 50%;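 note: plate controls were vehicle with enzyme for no effect and no enzyme for full effect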
# NTR1 ag – agonists of NTR1, primary screen, imaging, U2OS cells, beta-arrestin-GFP, high content (AID 493036); activation, % at 20 µM; NTR1-U2OS beta-arrestin-GFP spot imaging, agonist mode; 0.17% of 330,000 active;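 active = activation at or above 40% of the spot to cytoplasm intensity ratio, with at least 20 cells analyzed; inconclusive = wells under 20 cells, flagged as cytotoxic or low count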;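 note: 0% = DMSO without peptide and 100% = 100 nM NTR1 peptide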
# Target sequence (P30989 whole entry, looked up): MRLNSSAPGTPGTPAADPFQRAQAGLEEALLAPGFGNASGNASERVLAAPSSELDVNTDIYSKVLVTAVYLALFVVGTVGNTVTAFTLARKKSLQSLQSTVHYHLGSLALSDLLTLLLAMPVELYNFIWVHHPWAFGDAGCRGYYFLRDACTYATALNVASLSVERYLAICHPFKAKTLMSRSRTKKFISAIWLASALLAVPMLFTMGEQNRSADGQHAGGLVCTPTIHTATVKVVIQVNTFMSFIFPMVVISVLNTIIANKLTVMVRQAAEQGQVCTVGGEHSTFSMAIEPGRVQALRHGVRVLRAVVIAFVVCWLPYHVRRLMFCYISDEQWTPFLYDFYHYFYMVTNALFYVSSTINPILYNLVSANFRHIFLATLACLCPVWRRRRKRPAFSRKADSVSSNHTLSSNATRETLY
# Myeloid diff 2 – promotes myeloid progenitor differentiation; AID 624256; ER-HoxA9 myeloid progenitors, lysozyme-GFP differentiation, flow cytometry; 1% of 360,000 active; calls only at 10 µM;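 active = normalized GFP-positive differentiation at or above the plate's own cutoff, the solvent-only control mean plus 3 SD; inconclusive = no clear call, values can overlap the other calls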;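 note: cells exposed to compound for four days before flow analysis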
# HIV fusion peptide – inhibitors of HIV fusion peptide binding, primary screen, biochemical, uHTS, fluorescence dequenching (AID 1986) | cell-free peptide binding, fluorescence dequenching, 30 min; higher % means a stronger effect | one-dose inhibition, % at 20 µM; IC50 in µM for titrated hits | 0.3% of 290,000 active; in the data active = inhibition mostly above about 52%, no sharp cut-off; inactive = mostly below about 76%; note: some results filed as inactive read as strong as hits
# SIAH1 antagonists – blockers of Siah-1 interaction with plectin peptide – biochemical, fluorescence polarization, rhodamine-plectin, uHTS, primary screen (AID 1817) | displacement, % at 20 µM, or IC50 in µM where a hit was titrated | Siah-1 / rhodamine-plectin peptide fluorescence polarization; higher % means a stronger effect | 0.02% of 290,000 active;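 active = displacement of at least 50% at 20 µM, with a fluorescence ratio check between 0.3 and a set limit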;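 note: plate controls were Siah plus tracer with DMSO for no effect and tracer alone without Siah for full effect; strong numbers were not always called active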
# NTR1 ag cell count 20 µM – recorded beside NTR1 ag, whose call it bears; cell count; measured here: cell count, cytotoxicity flag
# Myeloid diff 2 GFP+ MAC1+ % – second read-out of Myeloid diff 2, no call of its own (marks repeat the call); GFP+ MAC1+ double positive, %; measured here: differentiation confirmed by MAC1 staining
# * marks the source's active call; other numbers are inactive results; i = inactive; ? = inconclusive; · = not tested or not shown.
SMILES,PhoP inhibition,GPR55 antagonists,GPR35 arrestin U2OS,MgcRacGAP inhibition,LYP phosphatase,NTR1 ag,NTR1 ag cell count 20 µM,Myeloid diff 2,Myeloid diff 2 GFP+ MAC1+ %,HIV fusion peptide,SIAH1 antagonists
COc1cccc(OC)c1OCCNCCO,-11%,1%,14%,13%,-6%,-1.1,44,i,0.4,-0.5%,0%
CCO/N=C1\C(=O)N(c2ccccc2)c2ccccc21,2%,-1%,-1%,5%,-2%,2.6,26,i,0.4,-2.0%,3%
COc1cccc(OC)c1OC(=O)/C=C/c1ccc(C)o1,-2%,8%,3%,6%,-2%,-0.5,35,i,1.2,-1.2%,7%
CC1(C)Cc2c(c(-c3ccco3)[nH]c(=O)c2C#N)CS1,-30%,-12%,-6%,23%,2%,-1.3,49,i,1.2,75%,14%
N/C(=N\OC(=O)COc1ccc(Br)cc1Cl)c1ccccn1,7%,0%,-5%,-1%,-7%,0.6,43,i,0.7,0.7%,-4%
CCCCS(=O)(=O)c1sc2nc(C)cc(C)c2c1N,-1%,10%,-4%,8%,-3%,0.2,65,i,15,1.2%,0%
CC1(C)Cc2c(c(N3CCOCC3)nc3sc4c(NCc5ccco5)nnnc4c23)CS1,-8%,3%,-8%,4%,-2%,7.7,39,i,0.9,0.6%,5%
CCC(C)NS(=O)(=O)c1cc2c3c(c1)CCN3C(=O)CC2 (configuration not stated),-6%,7%,-14%,-41%,-14%,-0.8,59,?,·,0.7%,4%
Cc1ccc(-c2nc(N/N=C/c3ccncc3)c3ccccc3n2)cc1,0%,13%,-14%,6%,-1%,4.9,59,?,·,-0.8%,-1%
COc1ccc(CN2CCNC(=O)C2CC(=O)N(C)Cc2ccno2)c(F)c1 (configuration not stated),-1%,4%,-5%,6%,-8%,-0.4,81,i,4.3,1.7%,-2%
CCOC(=O)N1CCN(CC(O)COC2CC(C)CC(C)(C)C2)CC1 (configuration not stated),5%,-20%,-3%,12%,-8%,-0.8,48,i,0.8,-4.5%,0%
Cc1ccc(S(=O)(=O)/N=C/c2ccc(N(C)C)cc2)cc1,-8%,15%,18%,1%,-7%,1.3,55,i,0.9,0.6%,2%
CC1CCCCN1C(=O)CSc1nc(N)cc(=O)[nH]1 (configuration not stated),-4%,1%,-9%,6%,0%,-0.3,69,i,0.9,1.3%,0%
CC(C)n1nnnc1SCC(=O)Nc1ccc2c(c1)OCO2,3%,-12%,4%,4%,-6%,0.4,85,i,0.7,-1.3%,9%
COCc1ccc(CN2CCC(N3CCC(C(=O)N4CCCC4)CC3)CC2)o1,-8%,9%,-8%,2%,-8%,0.5,77,i,0.5,0.3%,-2%
Cc1ccc(N(C(=O)CNC(=O)c2ccco2)C(C(=O)NCC2CCCO2)c2ccccc2)c(C)c1 (configuration not stated),3%,12%,-13%,7%,2%,1.6,47,i,4.0,1.3%,3%
OC(COc1ccc(Br)cc1)CN1CCN(c2ccccc2)CC1 (configuration not stated),-5%,-7%,20%,7%,-6%,1.6,58,i,0.6,-1.1%,-2%
CCc1cc[n+](C2=C([O-])c3ccccc3C(=O)/C2=N\S(=O)(=O)c2cccs2)cc1,-9%,-2%,-13%,12%,-6%,0.2,77,i,0.8,15%,11%
C[n+]1ccc(C(=O)NCc2ccccc2)cc1,-9%,7%,-12%,-3%,-2%,1.6,48,i,0.8,-2.0%,1%
O=C(Nc1ccccc1)c1ccccc1N=Cc1ccccc1O,-5%,-1%,-6%,9%,-8%,-0.1,64,i,0.5,2.6%,-2%
CC(=O)O[C@H]1CC[C@@]2(C)C(=CC[C@H]3[C@@H]4CC[C@H](C(C)=O)[C@@]4(C)CC[C@@H]32)C1,-8%,·,·,3%,·,6.9,53,i,3.2,·,·
CN(Cc1ccc(C(F)(F)F)cc1)C(=O)c1ccc2ccccc2n1,4%,0%,1%,5%,-3%,0.6,40,i,1.2,1.7%,-1%
C/C(=N\Nc1ccc(F)cc1F)c1cccs1,6%,5%,-3%,·,-1%,0.0,34,·,·,0.1%,8%
O=C(NC(C(=O)N1CCCC1C(=O)O)=C1CCCCC1)c1ccccc1 (configuration not stated),-2%,-2%,0%,7%,-4%,-0.8,75,i,0.5,-2.9%,-8%
Cc1noc(C)c1CN1C(=O)NC2(CCc3ccccc3C2)C1=O (configuration not stated),3%,·,·,11%,·,0.0,77,i,0.9,·,·
O=C(NC1CCCCCC1)C(=S)N1CCOCC1,-13%,3%,-10%,14%,-5%,1.8,79,i,0.5,-1.2%,6%
CC(C(=O)Nc1ccc(F)c(F)c1)N1CCN(C)CC1 (configuration not stated),0%,15%,12%,83µM*,-8%,1.4,64,i,1.2,0.9%,5%
COc1cc(C(=O)NCC(=O)NCCSc2ccc(Br)cc2)cc(OC)c1OC,2%,·,·,6%,·,1.7,61,i,0.7,·,·
CCCN(CCC)CCCNC(=O)C1CCN(S(=O)(=O)c2cccc3nsnc23)CC1,-4%,2%,-10%,7%,-9%,-0.4,47,i,0.0,1.1%,10%
COC(=O)c1cc(NC2c3ncccc3C(=O)N2Cc2ccccc2)cc(C(=O)OC)c1 (configuration not stated),-8%,10%,-6%,0%,-5%,0.8,54,i,1.7,0.7%,-2%
Cc1ccc(NS(=O)(=O)c2cc(-c3cc(C)no3)ccc2C(C)C)nc1,-9%,3%,-8%,-2%,-9%,0.1,56,i,0.0,-0.4%,-3%
CCC(=O)N1N=C(c2ccc(C)o2)CC1c1ccc(Br)cc1 (configuration not stated),3%,6%,1%,9%,3%,0.4,45,i,0.9,1.7%,-1%
N#Cc1ccc(NC(=O)c2cccs2)nc1,5%,-4%,5%,10%,-5%,-1.2,79,i,0.8,-1.1%,5%
CCc1cccc(NS(=O)(=O)c2ccc3c(c2)CCC(=O)N3)c1,2%,-1%,-8%,7%,-4%,-1.2,28,i,0.3,0.9%,1%
CC(C)n1c(SCC(=O)Nc2ccc(F)cc2)nnc1C1CC1,3%,8%,6%,7%,-10%,-0.4,55,i,0.9,1.0%,9%
COC(=O)c1c(NC(C)=O)sc(C)c1C,-6%,-1%,6%,8%,3%,0.6,57,i,0.3,2.2%,-3%
CCOC(=O)c1[nH]c(C)c(C(=O)C(C)C)c1C,4%,-2%,-4%,9%,-8%,-1.3,56,i,0.5,-1.1%,0%
O=C(COc1ccccc1[N+](=O)[O-])Nc1cccc(C(=O)Nc2ccccc2C(=O)O)c1,-4%,8%,-19%,17%,-7%,2.8,63,i,1.0,36%,0%
O=C(/C=C/Nc1cccc(F)c1)c1ccco1,-1%,-7%,4%,5%,-7%,1.1,94,i,0.5,1.5%,0%
COc1ccccc1N(CC(=O)NC1CCCC1)C(=O)CCCC(=O)Nc1ccccn1,·,11%,4%,1%,-11%,-0.9,40,i,0.2,-0.9%,-2%
Cc1ccc2nc(NCc3ccccc3)[nH]c2c1,28%,-15%,4%,8%,-3%,·,·,?,·,0.4%,3%
COc1ccc(-c2oc3ccc(-c4ccc5c(c4)OCO5)cc3c2C#CC2(O)CCCCC2)cc1,2%,·,·,3%,·,6.7,89,i,1.9,·,·
CCc1c(C(=O)Nc2ccc(OC)c(Cl)c2)[nH]c(C)c1C(C)=O,-7%,-5%,8%,7%,1%,0.3,81,i,1.2,-1.8%,2%
C=CCOc1c(CNC2CCCC2)cc(Cl)cc1OC,0%,3%,-1%,-17%,2%,0.5,61,i,0.1,-0.7%,0%
Cc1ccc(Nc2nnc(SCC(=O)Nc3ncc(C(F)(F)F)cc3Cl)s2)cc1,-15%,5%,1%,6%,-4%,1.5,59,i,0.8,1.4%,-2%
Cc1cccc(Nc2ncccc2C(=O)NCc2cccs2)c1C,30%,8%,-13%,2%,-5%,8.8,86,i,1.9,-0.8%,0%
COc1ccc([N+](=O)[O-])cc1NS(=O)(=O)c1ccccc1,-6%,-9%,-3%,5%,-8%,0.5,72,i,0.3,-2.2%,-6%
COc1cccc(-n2cnc(=O)c3cccnc32)c1,0%,22%,-1%,6%,-2%,-2.6,79,i,0.4,1.4%,2%
COc1ccc(NC(=O)Cn2c(NCC(C)O)nc3ccccc32)cc1Cl (configuration not stated),-2%,7%,12%,12%,1%,-0.8,36,i,0.0,0.0%,12%
CC(=O)Oc1ccc([C@@H]2COc3c(ccc4c3C=CC(C)(C)O4)C2)c(OC(C)=O)c1,4%,·,·,7%,·,24,93,i,2.3,·,·
# Next part:
SMILES,PhoP inhibition,GPR55 antagonists,GPR35 arrestin U2OS,MgcRacGAP inhibition,LYP phosphatase,NTR1 ag,NTR1 ag cell count 20 µM,Myeloid diff 2,Myeloid diff 2 GFP+ MAC1+ %,HIV fusion peptide,SIAH1 antagonists
CCOc1ccc(NC(=O)CN(C)C(=O)COc2cccc(CC)c2)cc1OCC,2%,·,·,7%,·,1.2,73,i,1.0,·,·
COc1ccc(-c2cc(CNC(=O)CN(C)Cc3ccccc3)on2)cc1,12%,2%,-3%,12%,-6%,0.9,38,i,0.4,-2.4%,2%
CC1OC(OCC2OC(Oc3c(-c4ccc(O)cc4)oc4cc(O)cc(O)c4c3=O)C(O)C(O)C2O)C(O)C(O)C1O (configuration not stated),0%,15%,-18%,7%,0%,-1.7,86,i,1.8,12%,35%
COc1ccc(C(NC(=O)CC(C)C)NC(=O)CC(C)C)cc1OC,-3%,13%,10%,10%,-4%,-0.4,62,i,0.7,1.8%,3%
CCN(CC)S(=O)(=O)c1cc(C(=O)OCC(=O)Nc2cccc(S(=O)(=O)N(C)C)c2)ccc1F,-5%,1%,-10%,7%,3%,3.4,48,i,0.0,-0.4%,2%
COc1ccccc1/C=C/c1nc(S(=O)(=O)c2ccccc2)c(N2CCC(C(N)=O)CC2)o1,10%,4%,13%,8%,-3%,1.3,65,i,1.0,-1.6%,-7%
O=C(c1ccco1)N1CCN(C(c2cccs2)c2sc3ncnn3c2O)CC1 (configuration not stated),0%,2%,13%,6%,-2%,1.1,68,i,1.6,-1.4%,2%
